Bioassay records from PubChem BioAssay.
Tau FP inhib = tau fibrillization inhibition (FP) | Potency, µM (highest dose often 57.7 µM), inactives show at the highest dose activity, negative = inhibition, hits mostly inhibitors | hit rate 0.39% among 280,000 | P10636 | K18 P301L tau heparin fibrillization, Alexa594 FP, 6 h; further: on the % scale 0 is the no-effect control and ±100 the full control effect; nearly all actives have a fitted effect of over 55% in size
Target sequence (P10636 561-689 P618L limits assumed): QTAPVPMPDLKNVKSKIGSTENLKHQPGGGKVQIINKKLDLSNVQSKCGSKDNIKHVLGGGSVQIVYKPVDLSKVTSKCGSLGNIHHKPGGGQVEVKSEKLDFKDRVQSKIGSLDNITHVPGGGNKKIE
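Read-out: fluorescence polarization of Alexa 594-labeled tau (0.24 uM), 555 nm excitation, 632 nm emission. Mixtures held 15 uM unlabeled K18 P301L, compound and 20 uM heparin, pH 7 acetate buffer, incubated 6 hr at 37 C.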
Tau ThT inhib = blocks human tau fibril formation measured by thioflavin T; P10636; recombinant tau K18 P301L, heparin-induced fibrillization, ThT fluorescence; Potency, µM (series often up to 57.4 µM), for the others: at the top dose activity, negative = inhibition, usual class: inhibitors; hit rate 2.1% among 270,000; AID 1460; further: on the % scale 0 is the no-effect control and ±100 the full control effect; nearly all actives have a fitted effect of over 55% in size
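Heparin-induced fibrillization of the P301L-mutant K18 repeat-domain fragment of human tau was followed by ThT binding in quantitative high-throughput format.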
HTT ATP protect = Huntington cell model cytoprotection by ATP luminescence. PC12 HTT-Q103 induced, cytoprotection, ATP luminescence, 40 h. Potency, µM (doses to about 56.4 µM), without a hit: cytoprotection (ATP increase), actives largely listed as activators. hit rate 0.14% among 230,000. AID 1471;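 further: % of control where 0% means no effect; nearly all actives have a fitted effect of over 45% in size; toxic huntingtin expression switched on by the ecdysone agonist tebufenozide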
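Compounds were screened for protection of PC12 cells against cell death after tebufenozide induction (100 nM final) of mutant Huntingtin exon 1 (Q103) fused to GFP.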
aGlu spleen mod = lysosomal alpha-glucosidase (human) modulation | Potency, µM (top dose mostly 79.9 µM), for inactives: at the highest dose activity change, negative = inhibition, usual class: inhibitors | hit rate 0.006% among 240,000 | human spleen homogenate, 4-MU-alpha-glucoside fluorescence;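 further: 0% = enzyme with vehicle and -100% = no enzyme basal signal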
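Compounds were titrated against alpha-glucosidase in spleen homogenate at pH 5.0, with 1 mM 4-methylumbelliferyl substrate for 40 min at 37 C. Reactions were quenched with pH 10 NaOH/glycine and fluorescence measured.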
GAA inh = blocks human lysosomal alpha-glucosidase; purified human GAA, 4-MU-alpha-glucoside fluorescence; Potency, µM (highest dose often 76.9 µM), inactives show top-dose activity change, negative = inhibition, usual class: inhibitors; hit rate 0.005% among 200,000; AID 1466;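 further: plate controls were uninhibited enzyme wells for no effect and no-enzyme background for full effect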
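Read-out is 4-methylumbelliferone fluorescence (Ex 365/Em 440 nm) after NaOH/glycine stop at pH 10. Enzyme 4 nM, substrate 400 uM, pH 5.0 citrate buffer, 20 min room temperature; AC50 from Hill-equation concentration-response.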
GLA spleen mod = alpha-galactosidase A (human) modulation. P06280. human spleen homogenate, 4MU-alpha-Gal fluorescence, 40 min. Potency, µM (series often up to 80 µM), for the others: top-dose activity change, negative = inhibition, usual class: inhibitors. hit rate 0.008% among 240,000;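 further: 0% = enzyme with vehicle and -100% = no enzyme basal signal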
Target sequence (P06280 32-429 limits assumed): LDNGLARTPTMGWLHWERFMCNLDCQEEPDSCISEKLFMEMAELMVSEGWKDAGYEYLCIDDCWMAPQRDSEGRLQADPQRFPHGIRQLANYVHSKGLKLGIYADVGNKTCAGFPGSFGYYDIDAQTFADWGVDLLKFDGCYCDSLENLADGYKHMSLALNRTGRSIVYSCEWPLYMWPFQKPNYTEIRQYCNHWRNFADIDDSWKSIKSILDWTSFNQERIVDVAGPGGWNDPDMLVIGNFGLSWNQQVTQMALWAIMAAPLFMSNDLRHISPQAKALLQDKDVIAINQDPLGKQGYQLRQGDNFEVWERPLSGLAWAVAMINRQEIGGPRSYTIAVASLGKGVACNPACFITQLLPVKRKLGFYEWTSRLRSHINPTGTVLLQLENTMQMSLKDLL
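Spleen homogenate 1 ug + cpd (titration) + 4-MU-alpha-D-galactopyranoside 1 mM; 37C 40 min; 50 mM citrate/phosphate pH 5.0, 0.01% Tween-20; stop pH 10; fluorescence 365/440; AC50 via Hill.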
GAA glycogen = alters human alpha-glucosidase cleavage of glycogen | recombinant GAA, glycogen substrate, Amplex Red glucose oxidase fluorescence | P10253 | hit rate 0.38% among 300,000 | Potency, µM (titrated, usually from 76.4 µM), for inactives: at the highest dose activity change, negative = inhibition, actives largely listed as inhibitors;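 further: 0% = full enzyme reaction and -100% = no-enzyme basal signal; the screen sought inhibitors and activators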
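Recombinant enzyme (4 nM final) with compounds titrated up to 77 uM and bovine liver glycogen (30 ug) in citrate pH 5.0, 0.01% Tween-20, 37 C 40 min. Released glucose detected by Amplex Red/glucose oxidase (Ex 573/Em 610); AC50 from Hill fits.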
Tau fluor cs = counter-screen for tau fibril formation inhibitors. tau K18 P301L Alexa594 fluorescence, heparin fibrillization. Potency, µM (highest dose often 57.7 µM), for inactives: top-dose activity change, negative = decrease. hit rate 0.93% among 280,000. AID 1463; further: on the % scale 0 is the no-effect control and ±100 the full control effect; nearly all actives have a fitted effect of over 55% in size
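Human tau K18 P301L (15 uM unlabeled, 0.24 uM Alexa 594-labeled) in 100 mM sodium acetate pH 7 with 20 uM heparin, 6 hr at 37 C. ThT 30 uM added, 1 hr ambient; Alexa 594 FP and total fluorescence read at 555/632 nm.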
* hit, by the source's call; ? = inconclusive; · = no result given; [ ] = remark or other dose. The call rests on the fitted dose curve; in most records, active means well fitted curve in the direction sought with a large enough effect; inconclusive means small, poorly fitted or top-dose-only effect, or another doubt; inactive means no such curve, though single readings can be large; an effect the other way counts as inactive or inconclusive. Potency means the concentration at half of the fitted maximal effect.

SMILES	Tau FP inhib	Tau ThT inhib	HTT ATP protect	aGlu spleen mod	GAA inh	GLA spleen mod	GAA glycogen	Tau fluor cs
O=C(NCCc1ccccc1)C(=O)NCC(c1cccnc1)N1CCN(c2ccc(F)cc2)CC1 (stereo not drawn)	-3%	?	·	·	·	·	-21%[76.3 µM]	-30%
Cc1ccc(C(=O)NC(C)c2ccccc2)o1 (stereo not drawn)	6%	-13%	-12%[10 µM]	-6%	-1%	-15%	-2%	1%
c1csc(-c2nnsc2-c2nc3ccccc3[nH]2)c1	-14%	?	-23%	-8%	-14%	2%	5%	?
CCOC(=O)COc1ccc2c3c(c(=O)oc2c1C)CCC3	-3%	?	-3%[0.074 µM]	-2%	3%	2%	-5%	-13%
CCCOc1ccc(CC(=O)NNC(=S)Nc2ccccc2)cc1Br	13%	?	33%[10 µM]	3%	-2%	0%	?	-29%
C=CCN(CC=C)C(=O)Cn1cnc([N+](=O)[O-])n1	1%	10%	15%[10 µM]	-1%	-1%	2%	-4%	7%
Cc1cc(C)c2c(-n3cccc3)n[nH]c2n1	-6%	-5%	-10%	8%	3%	9%	-5%	-3%
COc1ccc(C(=O)Nc2nnc(CCS(=O)(=O)c3ccc(C)cc3)s2)cc1	-2%	10%	-16%	5%	1%	7%	2%	3%
O=C(c1ccc2c(Cl)c3c(nc2c1)CCCC3)N1CCN(c2ccc(F)cc2)CC1	2%	?	·	-4%	-8%	5%	0%	-24%
CC1CC(C)CN(S(=O)(=O)c2ccc(C(=O)NCCCn3ccnc3)cc2)C1 (stereo not drawn)	5%	5%	-125%[inhibitor]	-5%	-3%	1%	7%	-4%
CC1CCN(c2nc(-c3ccccc3)c(C#N)c(=O)[nH]2)CC1	6%	-4%	9%	-1%	?	0%	2%	0%
Cc1cc(=O)oc2cc(Oc3ncccn3)ccc12	8%	-16%	-3%	1%	4%	24%	-6%	5%

Retrieved one by one from above:
SMILES	Tau FP inhib	Tau ThT inhib	HTT ATP protect	aGlu spleen mod	GAA inh	GLA spleen mod	GAA glycogen	Tau fluor cs
Cc1cc(=O)oc2cc(Oc3ncccn3)ccc12	8%	-16%	-3%	1%	4%	24%	-6%	5%
CCOC(=O)COc1ccc2c3c(c(=O)oc2c1C)CCC3	-3%	?	-3%[0.074 µM]	-2%	3%	2%	-5%	-13%
CCCOc1ccc(CC(=O)NNC(=S)Nc2ccccc2)cc1Br	13%	?	33%[10 µM]	3%	-2%	0%	?	-29%
O=C(NCCc1ccccc1)C(=O)NCC(c1cccnc1)N1CCN(c2ccc(F)cc2)CC1 (stereo not drawn)	-3%	?	·	·	·	·	-21%[76.3 µM]	-30%
CC1CCN(c2nc(-c3ccccc3)c(C#N)c(=O)[nH]2)CC1	6%	-4%	9%	-1%	?	0%	2%	0%
O=C(c1ccc2c(Cl)c3c(nc2c1)CCCC3)N1CCN(c2ccc(F)cc2)CC1	2%	?	·	-4%	-8%	5%	0%	-24%

Next section:
SMILES	Tau FP inhib	Tau ThT inhib	HTT ATP protect	aGlu spleen mod	GAA inh	GLA spleen mod	GAA glycogen	Tau fluor cs
COc1ccc(C(=O)N2CCN(c3cnn(-c4ccccc4)c(=O)c3Cl)CC2)cc1	-1%	-2%	-8%	-5%	-1%	-5%	0%	-3%
CCOc1cc(C2c3c(-c4ccc(Br)cc4)n[nH]c3C(=O)N2c2ccc(Cl)cc2)ccc1O (stereo not drawn)	?	-1%	·	·	·	·	-19%[76.3 µM]	?
Cc1ccc(-n2c(C)cc(/C=C(\C#N)C(=O)Nc3ccc(C)c(C)c3)c2C)cc1	-13%	-8%	·	·	·	·	2%[76.3 µM]	-7%
CCCCNc1nc2ccccc2n1CC(=O)Nc1c(C)cccc1CC	-3%	-1%	2%[10 µM]	-17%	-6%	-7%	-1%	-5%
CCCCNC(=S)NNC(=O)c1c(Cl)c(C)nn1C	11%	-3%	·	-3%	3%	1%	?	-3%
C=CCn1c(O)c(N=NC(=O)OC(C)(C)C)c2ccccc21	-5%	-5%	16%[10 µM]	-12%	-27%	0%	-6%	-4%
COc1ccc(C2CC(=O)c3cnc4c(-c5ccccc5)c(C)nn4c3C2)cc1OC (stereo not drawn)	-4%	-6%	·	·	·	·	-12%[76.3 µM]	-15%
CCCCOC(=O)n1c(SCC(=O)N(C)C)nc2ccccc21	-6%	2%	-9%[0.074 µM]	-1%	-7%	5%	-8%	2%
c1ccc(Nc2c3c(nc4ncnn24)CCC3)cc1	-5%	1%	-14%	1%	-1%	1%	-16%	-2%
COC(=O)/C(=C/N(C)C)C(=O)N1CCN(c2ccc(Cl)c(Cl)c2)CC1	?	-7%	?	5%	-2%	7%	3%	-13%
O=C(NCCN1CCOCC1)c1ccc([N+](=O)[O-])cc1[N+](=O)[O-]	1%	1%	7%	-12%	-5%	3%	4%	-1%
COCCOC(=O)c1c(C)oc2ccc(NS(=O)(=O)c3ccccc3)cc12	-8%	-15%	3%[10 µM]	-5%	-15%	-1%	-5%	-28%
C/C(=N\NC(=O)CC1N=C(Cc2ccccc2)NNC1=O)c1ccc(Br)cc1 (stereo not drawn)	5%	5%	0%[10 µM]	13%	-2%	-2%	3%	14%
O=C(NCC1(c2ccccc2)CCCC1)C(=O)N1CCOCC1	4%	-6%	30%[10 µM]	-3%	-2%	-7%	10%	4%
CCC(C)Cn1c(C(C)C)nc2ccccc21 (stereo not drawn)	1%	-7%	-19%	5%	-6%	7%	-7%	-16%
C/C(=N\N=C\c1cccc(F)c1)c1nnn(-c2nonc2N)c1C	-3%	-8%	4%[10 µM]	-4%	0%	-5%	14%	0%
COc1ccc(Nc2ncc(C(=O)N3CCC(C(N)=O)CC3)c3ccccc23)cc1	5%	-2%	-1%	4%	-1%	6%	0%	-2%
CCOC(=O)/C(C#N)=C/c1cn(CCC(=O)O)nc1-c1cccc(Cl)c1	3%	-9%	-10%	-4%	7%	-3%	-3%	-7%
CCC1CCCCN1c1nc(-c2cccc(OC)c2O)nc2ccccc12 (stereo not drawn)	3%	?	-30%	-2%	3%	3%	-11%	?
Cc1ccc2c(Cl)cc(Cl)c(OCC(=O)NC(=O)NCc3ccco3)c2n1	-3%	-17%	-22%	3%	-1%	-5%	-1%	-11%
COc1ccc(Cl)cc1C(=O)Nc1ccc2c(c1)OCO2	?	?	-22%	3%	0%	-10%	2%	?
CCCCS(=O)(=O)N1C2=NC(C(=O)OC)=C(C(=O)OC)[C@@H]3Nc4ccccc4[C@]23C[C@H]1C(=O)OC	0%[11.6 µM]	1%[11.5 µM]	8%[10 µM]	-6%[17.4 µM]	·	-4%[17.5 µM]	·	-7%[11.6 µM]
CCCCCCOC(=O)C1=C(C)NC(=O)NC1c1ccc(O)cc1 (stereo not drawn)	15%	-8%	-6%[10 µM]	4%	-11%	10%	15%	-16%
Cc1cc(C)c2cc(C#N)c(SCC(=O)NCC3CCCO3)nc2c1 (stereo not drawn)	2%	-7%	-7%[10 µM]	-5%	14%	-3%	-11%	2%

Entries of single compounds as entered above. Order of values: Tau FP inhib | Tau ThT inhib | HTT ATP protect | aGlu spleen mod | GAA inh | GLA spleen mod | GAA glycogen | Tau fluor cs
`CCC1CCCCN1c1nc(-c2cccc(OC)c2O)nc2ccccc12` (stereo not drawn) reads 3% | ? | -30% | -2% | 3% | 3% | -11% | ?
`COC(=O)/C(=C/N(C)C)C(=O)N1CCN(c2ccc(Cl)c(Cl)c2)CC1` reads ? | -7% | ? | 5% | -2% | 7% | 3% | -13%
`Cc1ccc(C(=O)NC(C)c2ccccc2)o1` (stereo not drawn) reads 6% | -13% | -12%[10 µM] | -6% | -1% | -15% | -2% | 1%
`CC1CCN(c2nc(-c3ccccc3)c(C#N)c(=O)[nH]2)CC1` reads 6% | -4% | 9% | -1% | ? | 0% | 2% | 0%

The results go on:
SMILES	Tau FP inhib	Tau ThT inhib	HTT ATP protect	aGlu spleen mod	GAA inh	GLA spleen mod	GAA glycogen	Tau fluor cs
O=C(Nc1cccc(C(F)(F)F)c1)c1cc(S(=O)(=O)N2CCCC2)c[nH]1	2%	-5%	·	·	·	·	12%[76.3 µM]	-9%
O=C(Nc1nccs1)c1cc(-c2ccncc2)nc2ccccc12	13%	-19%	·	-6%	-8%	-1%	11%	-30%
O=C1c2ccccc2C2=Nc3ccccc3SC(c3cccc(F)c3)C12 (stereo not drawn)	?	13µM*	4%[10 µM]	2%	0%	-3%	-9%	13µM*[quencher]
NC(=O)C(c1ccc(Sc2ccccc2)nn1)c1ccc(Cl)cc1Cl (stereo not drawn)	11%	-4%	19%	-1%	-3%	7%	-3%	5%
COc1ccc(-n2nc(C(=O)O)c3ccccc3c2=O)cc1	-5%	-1%	15%	-10%	-5%	-9%	-2%	-8%
Cc1ccccc1CN1N=C(/C=C/c2ccccc2)CCC1=O	-5%	?	-19%	-12%	-2%	-1%	-10%	-23%
COc1cc(C2C3=C(CCCC3=O)Nc3c2c(C)nn3-c2cccc(C)c2)cc(OC)c1O (stereo not drawn)	?	?	-1%[10 µM]	-2%	·	-4%	17%	-26%
COc1cccc(-n2c(Cc3cc(=O)[nH]c(=O)[nH]3)nnc2SCC(=O)N2CCCCC2)c1	1%	-9%	-12%	-1%	-3%	4%	-8%	-4%
CCOc1cc(/C=N/NC(=O)C(=O)N2CCCC2)ccc1O	-2%	-10%	-2%[10 µM]	1%	?	1%	?	-4%
Cc1cccc(NC(=O)Cn2cnc3sc(C)c(S(=O)(=O)N4CCC(C)CC4)c3c2=O)n1	8%	6%	14%[10 µM]	7%	-7%	1%	7%	2%
CC(C)NC(=S)N1CCN(S(=O)(=O)c2cccc(C(F)(F)F)c2)CC1	-1%	9%	-12%[10 µM]	-2%	-6%	12%	-11%	-1%
N/C(=N/OC(=O)c1ccc(Cl)cc1)c1ncc([N+](=O)[O-])s1	1%	·	8%[10 µM]	3%	·	0%	2%	-19%
